Screening results deposited in PubChem BioAssay by Center for Chemical Genomics, University of Michigan.
Dicer inh – inhibitors of Dicer pre-microRNA processing, primary screen, biochemical, cat-ELCCA, chemiluminescence. cat-ELCCA pre-miR-21 Dicer processing; active compounds read high. z-score at 25 µM. 47,000 tested, 6% active. AID 1347074, 2019; in the data active = z-score above about 3, passing the limit was not always enough;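 note: plate controls were vehicle for no effect and no enzyme for full effect; higher signal means more uncleaved substrate so more Dicer inhibition; strong numbers were not always called active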
Starred values were filed as active, the others as inactive.

SMILES | Dicer inh
O=C(OCc1ccccc1)C1=NNC2C(=O)N(c3ccccc3)C(=O)C12 (configuration not stated) | -0.53
Cc1ccc(NC(=O)c2cc(N)ccc2[N+](=O)[O-])cc1C | -0.15
CNS(=O)(=O)c1c(I)ccc2ccccc12 | 0.01
CC(C)(C)c1nc(Sc2ccc(C(F)(F)F)cn2)n[nH]1 | -0.56
CC(=O)NC1=NN(C(C)=O)C(c2ccccc2)S1 (configuration not stated) | 3.38
N/C(=N\OC(=O)N1CCOCC1)c1cccc(C(F)(F)F)c1 | -0.49
COc1ccc([N+](=O)[O-])c(OC)c1C(=O)NC(=O)Nc1c(Cl)cc([N+](=O)[O-])cc1Cl | -0.56
Nc1ncc(C(=O)Nc2ccc(F)cc2F)c(C(F)(F)F)n1 | -2.39

Two compounds drawn at random from those above:
SMILES | Dicer inh
Nc1ncc(C(=O)Nc2ccc(F)cc2F)c(C(F)(F)F)n1 | -2.39
N/C(=N\OC(=O)N1CCOCC1)c1cccc(C(F)(F)F)c1 | -0.49

Compounds above containing a CF3 group (3):
SMILES | Dicer inh
CC(C)(C)c1nc(Sc2ccc(C(F)(F)F)cn2)n[nH]1 | -0.56
N/C(=N\OC(=O)N1CCOCC1)c1cccc(C(F)(F)F)c1 | -0.49
Nc1ncc(C(=O)Nc2ccc(F)cc2F)c(C(F)(F)F)n1 | -2.39

The list is partial (hit frequency here may not be typical).
